# Bcl-xL primary = inhibitors of human Bcl-xL, primary screen, biochemical, fluorescence polarization, HTS | Bcl-2-like protein 1 (Homo sapiens), Q07817 | GST-Bcl-xL / FITC-Bim BH3 peptide fluorescence polarization | inhibition, % at 10.9 µM | 320,000 tested, 0.7% active;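 active means inhibition above the mean of all tested compounds plus 3 SD, cutoff set per campaign, cut at about 30% in these data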;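 further: 0% = DMSO wells and 100% = unlabeled Bim-BH3 peptide competitor; inhibitors lower millipolarization by displacing the labeled peptide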
# MEX-5 binding = MEX-5 zinc finger RNA-binding disruptors – biochemical, C. elegans, fluorescence polarization, MLPCN library, primary screen; AID 1832, 2009; activity score (negative = inhibition of binding), % at 10 µM; 300,000 tested, 0.38% active; MEX-5/FITC-TCR2 RNA binding; active compounds read low;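 active means inhibition past about -25% in most replicates, and total fluorescence under double the plate's negative control median, limit read from the data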;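 further: 0% = DMSO and -100% = 5 µM competing unlabeled TCR2 RNA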
# GSTO1 counter = inhibitors of recombinant GSTO1, primary screen, counter-screen for RBBP9 inhibitor project, biochemical, fluorescence polarization | activity-based probe fluorescence polarization | inhibition, % at 5.96 µM | 300,000 tested, 1.1% active;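 active means inhibition above the campaign mean inhibition plus 3 SD, cut at about 35% in these data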;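 further: 0% = GSTO1-1 with DMSO and 100% = wells lacking GSTO1-1 enzyme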
# Target sequence (P78417 whole entry, looked up): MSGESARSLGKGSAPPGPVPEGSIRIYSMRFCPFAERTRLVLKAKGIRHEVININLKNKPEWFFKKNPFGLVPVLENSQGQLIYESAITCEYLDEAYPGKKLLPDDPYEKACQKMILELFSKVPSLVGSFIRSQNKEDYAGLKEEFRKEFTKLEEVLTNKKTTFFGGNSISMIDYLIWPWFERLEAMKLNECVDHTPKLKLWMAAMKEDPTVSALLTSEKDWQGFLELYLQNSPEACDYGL
# TPT1 inhibitor = Candida albicans TPT1 enzyme inhibitors, primary screen, biochemical, fluorescence polarization; tRNA 2'-phosphotransferase TPT1 (Candida albicans SC5314); recombinant caTPT1, FP RNA substrate dephosphorylation; inhibition, % at 5 µM; 300,000 tested, 0.81% active; AID 1962, 2009;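 active means inhibition above the mean of all tested compounds plus 3 SD, set per screening campaign, cut at about 24% in these data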;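 further: plate controls were DMSO alone for no effect and ferristatin control at 100 nM for full effect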
# PME-1 inh = PME-1 inhibitors via competitive probe labeling, primary screen, biochemical, fluorescence polarization, FP-Rh probe, HTS | 320,000 tested, 0.53% active | recombinant PME-1 | inhibition, % at 5.9 µM;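 active means inhibition above the campaign mean of all compounds plus 3 SD, cut at about 26% in these data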;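 further: competitive labeling of PME-1 active site by serine hydrolase directed probe; 0% = PME-1 with DMSO and 100% = wells lacking PME-1 enzyme; inhibitors block probe labeling so polarization falls and inhibition rises; many of its hits are not listed in these tables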
# GLD-1 RNA inh = GLD-1/TGE RNA complex disruptors, primary screen, biochemical, fluorescence polarization; purified GLD-1 + fluorescein TGE RNA; inhibition, % at 5.96 µM; 320,000 tested, 0.44% active;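 active means percent inhibition above a per-plate cutoff, the plate mean of test compounds plus 3 SD, cut at about 30% in these data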;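 further: 0% = DMSO wells with GLD-1 and probe and 100% = wells lacking GLD-1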
# Target sequence (Q17339 whole entry, looked up): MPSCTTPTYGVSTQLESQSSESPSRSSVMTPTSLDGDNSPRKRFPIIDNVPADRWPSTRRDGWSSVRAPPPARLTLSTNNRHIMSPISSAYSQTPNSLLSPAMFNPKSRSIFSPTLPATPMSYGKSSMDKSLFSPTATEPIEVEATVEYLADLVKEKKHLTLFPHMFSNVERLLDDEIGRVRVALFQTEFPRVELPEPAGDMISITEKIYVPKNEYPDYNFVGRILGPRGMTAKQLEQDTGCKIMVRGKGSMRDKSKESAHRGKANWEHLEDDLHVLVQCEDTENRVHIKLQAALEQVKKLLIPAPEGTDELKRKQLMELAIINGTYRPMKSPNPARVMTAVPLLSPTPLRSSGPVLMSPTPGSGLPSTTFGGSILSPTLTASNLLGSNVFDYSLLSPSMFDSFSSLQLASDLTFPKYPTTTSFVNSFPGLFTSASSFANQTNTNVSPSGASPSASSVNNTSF
# MCL1 BIM primary = inhibitors of MCL1 binding to BIM-BH3, primary screen, biochemical, fluorescence polarization; Induced myeloid leukemia cell differentiation protein Mcl-1 (Homo sapiens), Q07820; GST-MCL1 / FITC-Bim-BH3 fluorescence polarization; inhibition, % at 10.9 µM; 320,000 tested, 0.68% active; AID 2057, 2009;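 active means inhibition above the mean inhibition of all tested compounds plus 3 SD, set per campaign, cut at about 40% in these data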;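 further: 0% = DMSO wells and 100% = unlabeled Bim-BH3 peptide control; higher means more loss of mP so more displacement of Bim peptide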
# Target sequence (Q07820 whole entry, looked up): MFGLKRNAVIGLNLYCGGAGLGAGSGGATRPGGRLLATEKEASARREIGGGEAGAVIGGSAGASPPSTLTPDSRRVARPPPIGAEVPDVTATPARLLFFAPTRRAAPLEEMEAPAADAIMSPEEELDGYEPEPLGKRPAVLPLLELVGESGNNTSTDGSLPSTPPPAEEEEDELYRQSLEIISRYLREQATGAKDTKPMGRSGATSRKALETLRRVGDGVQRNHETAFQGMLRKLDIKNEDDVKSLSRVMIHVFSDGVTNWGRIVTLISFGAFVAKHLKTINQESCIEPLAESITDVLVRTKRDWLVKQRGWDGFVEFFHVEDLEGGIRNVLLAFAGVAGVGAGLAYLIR
# PAD4 FP inh = human PAD4 inhibitors, primary screen, biochemical, fluorescence polarization, 1536-well format; 330,000 tested, 0.41% active; AID 485272, 2010; inhibition, % at 6.36 µM; recombinant PAD4, RCA probe fluorescence polarization;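 active means percent inhibition above a cutoff equal to the mean of all tested compounds plus 3 SD, cut at about 15% in these data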;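 further: 0% = PAD4 with RCA probe and DMSO and 100% = probe without PAD4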
# Fam108B counter = mouse Fam108B serine hydrolase inhibitors, primary screen, counter-screen for RBBP9 inhibitor project, biochemical, fluorescence polarization; recombinant Fam108B, FP-Rh probe fluorescence polarization; inhibition, % at 9.51 µM; 300,000 tested, 0.33% active;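 active means inhibition above the screen mean inhibition plus 3 SD, computed separately per campaign, cut at about 18% in these data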;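 further: inhibitors lower polarization as less probe binds the enzyme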
# An asterisk follows results filed as active; . = not tested or not shown. These rows are one share of the data; count on the stated rates, not on these rows.
SMILES,Bcl-xL primary,MEX-5 binding,GSTO1 counter,TPT1 inhibitor,PME-1 inh,GLD-1 RNA inh,MCL1 BIM primary,PAD4 FP inh,Fam108B counter
O=C1c2ccccc2S(=O)(=O)N1CC1CC(c2ccccc2Cl)=NO1 (stereo not drawn),2,2.8,3,0,-3,1,-7,0,2
O=C1NCCC/C1=N/Nc1cc(F)ccc1F,-3,2.8,2,2,0,3,-8,-1,4
CS(=O)(=O)NN1C(=O)c2ccccc2NC1c1cccc(O)c1 (stereo not drawn),2,-2.0,-2,-5,-4,7,0,1,-9
O=C1CC(c2ccsc2)c2ccc3ccccc3c2N1 (stereo not drawn),1,0.2,5,-5,-2,-4,-3,0,0
CC(C)c1ccc(C2NC(=S)NC3=C2C(=O)CC(C)(C)C3)cc1 (stereo not drawn),5,-4.5,6,-4,-1,2,12,-3,-5
Cc1ccc(/C=C/C(=O)OCn2nnc3ccccc3c2=O)o1,4,1.3,8,-4,-5,4,4,2,1
COc1n[nH]c(C(=O)Nc2nc3ccccc3s2)c1[N+](=O)[O-],-2,-5.5,8,-2,1,-5,6,1,1
NS(=O)(=O)c1ccc(CNC(=O)/C=C/c2cccc([N+](=O)[O-])c2)cc1,6,-0.5,6,0,-5,4,-5,-2,1
Cc1ccc(-c2csc3ncnc(N4CCN(Cc5ccccc5)CC4)c23)cc1,-4,0.9,0,2,2,-8,4,-2,2
CCOC(=O)CSc1cccc2cccnc12,2,-1.6,12,-2,4,-1,-1,1,-1
COc1ccccc1C(=O)NNC(=O)CN1C(=O)c2ccccc2C1=O,3,0.4,1,-2,-1,-1,-10,1,0
COc1ccc(Cn2cnc([N+](=O)[O-])c2)cc1[N+](=O)[O-],7,0.0,-13,2,3,-4,6,-1,-4
S=C(Nc1ccc(Br)cc1Cl)Nn1cnnc1,4,1.4,11,-1,-4,4,3,-5,-2
Cc1cc(C)n(-c2nc3ccccc3nc2N2CCN(S(=O)(=O)c3ccc4ccccc4c3)CC2)n1,0,0.5,6,-3,-5,1,4,-2,1
O=C(CSc1nnnn1-c1cccnc1)Nc1ccc(F)cc1F,-4,0.0,3,2,-4,3,-8,-3,-1
Cc1ccc(S(=O)(=O)n2nc(-n3c(C)ccc3C)c3c(F)cccc32)c2ccccc12,5,3.6,-1,0,2,6,7,1,-2
CCN(CC)C(=O)[C@]1(c2ccccc2)C[C@@H]1CN,1,0.7,7,1,2,3,1,1,-5
Cc1nnc(SCC(=O)NCc2ccc(Cl)cc2)[nH]c1=O,2,0.9,6,-1,2,-2,0,5,1
CC12C(=O)N(CCC(=O)O)C(=O)C1C1C=CC2C1 (stereo not drawn),7,-0.3,-10,-2,-6,8,0,0,-5
OC(COc1ccc(Br)cc1)CN1CCN(c2ccccc2)CC1 (stereo not drawn),1,-1.0,1,-2,-5,-9,-2,-7,-3
CC(C)(C)OC(=O)N1CCC[C@H]1c1nnc(SCc2c(Cl)cccc2Cl)o1,-3,-2.6,13,1,-1,10,2,-3,-5
CCc1nn(C(C)C(=O)NCc2cccc(OC)c2)c(=O)c2cc3occc3n12 (stereo not drawn),3,2.1,0,-1,5,-2,0,2,7
O=C(Cn1cnc(S(=O)(=O)N2CCCCC2)c1)Nc1ccc(OC(F)(F)F)cc1,1,1.8,2,2,-11,-3,5,5,4
Cc1ccc(NC(=O)c2nc[nH]c2C(=O)N(C)Cc2ccccc2)cc1,-3,.,.,.,-5,-1,-4,-2,.
C/C(=N\Nc1nc(-c2cc(C)ccc2C)cs1)c1cc2ccccc2oc1=O,-11,2.8,-4,3,-1,7,-7,-15,-3

# Next section (3 carried over from the part before).
SMILES,Bcl-xL primary,MEX-5 binding,GSTO1 counter,TPT1 inhibitor,PME-1 inh,GLD-1 RNA inh,MCL1 BIM primary,PAD4 FP inh,Fam108B counter
O=C(Cn1cnc(S(=O)(=O)N2CCCCC2)c1)Nc1ccc(OC(F)(F)F)cc1,1,1.8,2,2,-11,-3,5,5,4
Cc1ccc(NC(=O)c2nc[nH]c2C(=O)N(C)Cc2ccccc2)cc1,-3,.,.,.,-5,-1,-4,-2,.
C/C(=N\Nc1nc(-c2cc(C)ccc2C)cs1)c1cc2ccccc2oc1=O,-11,2.8,-4,3,-1,7,-7,-15,-3
CCCN1CCC(NC(=S)Nc2cccc(Cl)c2Cl)CC1,8,-0.1,-1,0,-6,-2,6,1,-1
Cc1nc2nc(SCC(=O)NCCCN3CCCC3)nn2c(C)c1Cc1ccccc1Cl,-3,2.6,4,-1,4,-2,-5,-1,0
CCOc1ccccc1NC(=O)/C(C#N)=C/c1c(C)nn(-c2ccccc2)c1Cl,5,1.3,2,3,-5,-5,5,-6,-1
N#Cc1c(/N=C/c2ccco2)sc2c1CCCCC2,10,0.9,2,-2,1,-3,5,0,-3
O=C(c1ccc(Cl)c(S(=O)(=O)NCc2ccco2)c1)N1CCN(c2ccc(F)cc2)CC1,9,-1.9,0,-4,-11,6,1,-1,-8
COC(=O)Cn1c(=O)cnc2ccccc21,5,0.8,-5,-1,2,6,6,-3,0
CCS(=O)(=O)c1ccc2c(c1)N(S(=O)(=O)c1ccc(OC)cc1)CC(C(=O)O)O2 (stereo not drawn),7,3.0,0,-4,-5,2,6,-4,1
CCc1ccc(C2C(C#N)=C(N)Oc3cc(N)ccc32)cc1 (stereo not drawn),12,-1.0,-6,7,-21,7,-1,-5,-2
Cc1ocnc1C(=O)Nc1ccc(Cl)cc1,-8,-0.2,-11,0,-3,0,-11,-6,-5
COCCCNC(=O)c1c(N)n(-c2ccc(S(N)(=O)=O)cc2)c2nc3ccccc3nc12,7,-3.2,1,3,-2,-1,7,-6,-1
CCCCNC(=O)c1onc(CSc2ccccc2)c1C(=O)O,-1,1.4,-26,2,1,-1,4,5,-3
CC1Cc2nc(SCC(=O)NC3CCCCC3)n(C)c(=O)c2S1 (stereo not drawn),5,-2.9,6,-3,-3,1,3,5,4
COc1cccc2cc(C(=O)NCCC3=CCCCC3)c(=O)oc12,0,0.7,-1,2,-4,6,9,1,-3
CCOc1cc(C(=O)OCC(=O)Nc2ncc(Cl)c(C)c2Cl)ccc1OCC(=O)N1CCOCC1,10,1.5,4,3,-8,9,16,4,1
Cc1ccc(N2C(=O)CC(Nc3ccccc3)C2=O)cc1 (stereo not drawn),2,1.7,1,2,4,0,4,-5,-3
Cc1ccc(/C=N/N2CCOCC2)s1,5,-2.8,10,-5,-2,6,6,0,-3
CSc1nc(-c2ccccc2)c(C#N)c(=O)[nH]1,4,-0.1,10,-4,5,8,1,4,3
COc1ccc(NC(=O)C2CC(c3ccccc3O)=NO2)cc1OC (stereo not drawn),2,1.0,6,5,-2,7,-1,-8,0
Cc1nn2c(CN(C(=O)CN3CCOCC3)c3ccccc3)nnc2c2ccccc12,2,-5.8,0,-3,2,3,7,-2,4
CC1CN(C(=O)COC(=O)Cc2ccc(Cl)cc2)CC(C)O1 (stereo not drawn),6,.,.,.,3,-1,4,3,.
Cc1cccc(N2CCN(C(=O)c3ccccc3NC(=O)C3CC=CCC3C(=O)O)CC2)c1 (stereo not drawn),-2,1.0,6,0,0,10,7,-1,12
O=C(CNS(=O)(=O)c1ccc2ccccc2c1)OCC(=O)c1ccc(Br)s1,-4,2.9,-1,1,-11,1,-4,5,-9
O=C(CCC(=O)N1CCOc2ccc(Cl)cc21)NCCCN1CCN(Cc2ccccc2)CC1,-2,-0.1,7,-3,-6,-4,-5,0,5
CCOc1ccc(NC(c2ccccn2)c2oc(CO)cc(=O)c2O)cc1 (stereo not drawn),23,1.9,11,-7,4,24,28,-3,3
CCCCOCCCNC(=S)Nc1ccc(S(=O)(=O)N2CCOCC2)cc1,5,-5.5,-5,-4,-4,1,2,-5,2
# Remaining list, next part.
SMILES,Bcl-xL primary,MEX-5 binding,GSTO1 counter,TPT1 inhibitor,PME-1 inh,GLD-1 RNA inh,MCL1 BIM primary,PAD4 FP inh,Fam108B counter
Cc1ccc(C(=O)NC(C)(COc2nonc2C)COc2nonc2C)cc1,0,0.5,-4,-5,-5,6,0,-2,-1
CCN(C(=O)c1ccc(S(=O)(=O)N2CCC(C)CC2)cc1)C1CCS(=O)(=O)C1 (stereo not drawn),1,-1.9,6,-1,-1,-1,5,-10,-4
O=C(NC1CCCC1)c1ccc(CS(=O)(=O)c2cccc(C(F)(F)F)c2)o1,-2,0.5,1,3,-4,0,-3,-6,0
CCn1c(=O)cc(SCC(=O)Nc2cccc(C)n2)c2ccccc21,2,1.4,-1,-1,3,-1,-2,-5,-2
COc1cccc(Cn2cnc3c(N)c(C)c(C)cc32)c1,2,-0.2,10,0,4,-2,-2,0,0
COC(=O)C(C)Sc1ncnc2c1nnn2-c1ccc(F)cc1 (stereo not drawn),3,-1.9,-10,1,-7,-2,1,4,-4
CCCOc1ccc(C(=O)c2ccccc2C(=O)O)cc1OCCC,-2,-2.9,-3,-2,1,4,-3,-1,4
COc1nccnc1NS(=O)(=O)c1ccc(NCc2cc(Br)ccc2O)cc1,18,-0.1,-1,-7,3,1,14,-2,3
Cc1ccc(NC(=O)CN(C)C(=O)c2cccc(S(=O)(=O)NCc3ccco3)c2)cc1,1,.,.,.,-7,3,8,-5,.
COc1ccc(CN(C)CC(=O)Nc2ccccc2C(=O)NC2CC2)cc1OC,3,.,.,.,-2,-3,4,7,.
Cc1ccc(NC(=O)c2nc[nH]c2C(=O)Nc2ccc(C)cc2)cc1,5,0.0,0,-2,-1,-3,7,2,8
Cc1cc(C)n(-c2ccc(S(=O)(=O)N3CCOCC3)cc2[N+](=O)[O-])n1,2,-0.2,7,1,6,1,-2,2,-4
CCCCC(CC)COC(=O)c1ccc(N(C)C)cc1 (stereo not drawn),7,.,.,.,-7,-5,3,0,.
O=C(NC(=S)NC1CCN(Cc2ccccc2)CC1)c1ccc(F)cc1,11,1.4,-7,-3,-1,-3,11,33*,-7
O=C(Nc1ccccc1)c1ccc2nsnc2c1,3,2.2,5,-2,4,0,5,-4,1
CC(C)(C)[C@H]1C=C(C(=O)N2CCOCC2)O[C@@H](OCCCCO)C1,3,1.8,8,-4,5,6,0,1,-2
O=C(Nc1ccccc1C(=O)N1CCN(c2cccc(Cl)c2)CC1)C1=CSCCO1,5,2.5,1,-2,4,-4,4,-9,1
COC(=O)CCC(=O)Nc1ccc(Br)cc1,4,1.9,-1,-7,1,3,-4,1,-5
CCc1noc(C)c1C(=O)NNC(=O)c1ccccc1,-5,.,.,.,0,5,-3,0,.
CCOc1ccc(S(=O)(=O)Nc2nc3ccccc3nc2Cl)cc1,7,-0.7,14,-6,-1,5,6,0,1
COC(=O)c1ccc(NC(=O)Cc2ccc(C)cc2)cc1,5,5.1,4,1,3,-4,7,1,0
Cc1ccccc1NC(=O)COC(=O)C1C2CC3OC(=O)C1C3C2 (stereo not drawn),3,2.0,2,-1,-3,8,5,2,3
O=C(CC1SC(=O)NC1=O)Oc1ccc(/C=N/NC(=O)c2ccccc2O)cc1 (stereo not drawn),11,0.6,10,0,3,8,17,4,-1
COc1ccc(NC(=O)c2cc(C)on2)cc1OC,3,1.8,7,2,2,3,5,2,3

# Assay outcomes deposited in PubChem BioAssay by several laboratories.
